p53ts 39C tox: qHTS Screen for Compounds that Selectively Target Cancer Cells with p53 Mutations: Cytotoxicity of p53ts Cells at the Nonpermissive Temperature; H1299-p53A138V viability at 39C, ATP luminescence, 24 h; Potency, µM (doses to about 46.1 µM), inactives show at the highest dose activity change, negative = cell killing, hits mostly cytotoxic; actives 1.5% (n = 130,000); further: nearly all actives have a fitted effect of over 55% in size
IkB sig inh: IkB Signaling; Potency, µM (series often up to 57.1 µM), for inactives: at the top dose IkBa stabilization activation; actives 0.04% (n = 110,000); ABC-DLBCL IkBa-CBG/CBR dual luciferase ratio, 4 h; response scale: scaled: untreated 0%, proteasome inhibitor 100%; active means well fitted curve in the direction sought with a large enough effect in the signal ratio, not every such curve was filed as active; inconclusive means small, poorly fitted or top-dose-only effect, or a change in a side signal; the % refers to the signal ratio;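 further: the direction sought is a rising ratio; 0% = basal untreated cells and 100% = reference inhibitor full response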
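Curves were fitted separately to fusion (green), unfused (red) and ratio luminescence, then classed by r2, magnitude and activity. Cells: OCI-Ly3, 4 h compound plus doxycycline at 37C; 10 uM MG-132 defined full response.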
Peg3 imprint: qHTS Assay for Compounds that Induce Erasure of Genomic Imprints | Potency, µM (series often up to 60.7 µM), without a hit: at the top dose activity change, positive = activation, most hits filed as activators | mouse ES Peg3-LacZ reporter, beta-gal luminescence, 40 h | AID 1948, 2009 | actives 0.02% (n = 110,000);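 further: 0% = negative control wells on the plate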
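Each well holds 300 Peg3LacZ-Neo (maternal) female ES cells incubated 40 h at 37C, 5% CO2. LacZ is measured by BetaGlo luminescence, with AC50 and maximum efficacy derived from dose-response curves.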
p53ts 32C kill: qHTS Screen for Compounds that Selectively Target Cancer Cells with p53 Mutations: Cytotoxicity of p53ts Cells at the Permissive Temperature; H1299-p53A138V at 32C, ATP luminescence viability, 24 h; Potency, µM (series often up to 46.1 µM), for the others: at the highest dose activity change, negative = cytotoxicity, usual class: cytotoxic; actives 0.93% (n = 130,000); AID 924, 2007;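 further: 0% = DMSO and -100% = full killing by reference compound; nearly all actives have a fitted effect of over 55% in size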
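Viability by ATPlite luminescence after 24 h compound treatment (up to 46 uM) at the permissive 32C. Cells are H1299 carrying p53 A138V. Scale runs from DMSO basal to 100 uM tamoxifen as full kill; AC50 from Hill fits.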
* marks the source's active call; other numbers are inactive results; ? = inconclusive; . = no result given; [ ] = another dose, or the depositor's remark. Unless noted, the call rests on the fitted dose curve; in most records, active means well fitted curve in the direction sought with a large enough effect; inconclusive means small, poorly fitted or top-dose-only effect, or another doubt; inactive means no such curve, though single readings can be large; an effect the other way counts as inactive or inconclusive. Unless noted, on the % scale 0 is the no-effect control and ±100 the full control effect; potency means the concentration at half of the fitted maximal effect. Not a hit list. About 1.7% of those tested had a hit in this group.

SMILES	p53ts 39C tox	IkB sig inh	Peg3 imprint	p53ts 32C kill
COCn1c2ccccc2c2nnc(C(=O)O)nc21	-4%[9.22 µM]	.	.	6%[9.22 µM]
COC(=O)c1ccc2c(c1)N(Cc1cc(C)ccc1C)C(=O)c1ccccc1S2(=O)=O	-8%	1.0%	-12%[10.9 µM]	3%
CCOc1ccc(NC(=O)Nc2c(C)n(C)n(-c3ccccc3)c2=O)cc1	5%	3.3%	11%[10.9 µM]	8%
CCCN1CC=C2C(C#N)=C(N)C(C#N)(C#N)C(c3cc(OC)ccc3OC)C2C1 (configuration not stated)	-22%	1.8%	-13%	5%
COc1ccc(NC(=O)Cn2c(=O)n(Cc3nc(-c4ccccc4)no3)c(=O)c3cc4c(cc32)OCO4)c(OC)c1	31%[activator]	-3.0%	10%[10.9 µM]	7%
CC(C)N(Cc1nc(-c2ccccc2)no1)S(=O)(=O)c1ccccc1	3%	4.5%	-15%	-1%
O=c1cc(Nc2ccc3c(c2)OCCO3)[nH]c(=O)n1-c1ccc(Cl)cc1	-4%	-0.4%	-23%	0%
Nc1sc2c(c1C(=O)NC1CCS(=O)(=O)C1)CCCC2 (configuration not stated)	-15%	?	-59%[inhibitor]	-9%
CCOc1ccccc1N1CC(C(=O)Nc2ccccc2N2CCOCC2)CC1=O (configuration not stated)	-4%	0.7%	-2%	-4%
Cc1cc(C)nc(SCC(=O)N2CCC(C(N)=O)CC2)n1	5%	0.6%	3%	0%
CCCSc1nc2c(cnn2-c2ccc(F)cc2)c(=O)[nH]1	3%	-2.9%	-4%	5%
Cc1ccc(NS(=O)(=O)c2ccc3oc(=O)c4ncn(C)c4c3c2)cc1C	?	?	-4%[10.9 µM]	?
O=C(CN1CCOCC1)Nc1cc(Cl)ccc1Cl	0%	-3.2%	-10%	-9%
Cc1cccc(-n2c(CNC(=O)c3ccc(S(=O)(=O)N4CCCC4)cc3)n[nH]c2=S)c1	13%	-1.9%	-8%	10%
Oc1c(C(Nc2ccccn2)c2ccccc2F)ccc2cccnc12 (configuration not stated)	10µM*	42%	-13%[10.9 µM]	4%
Cc1ccc(CN2C(=O)CCC2C(=O)NCCCN2CCOCC2)cc1 (configuration not stated)	-3%	0.3%	?	7%
CCn1cc(C(=O)Nn2cnnc2)c(=O)c2ccc(C)nc21	-8%	-0.7%	1%	-4%
COc1cc(Cl)c(C)cc1NC(=O)CSc1nc2c(c(=O)[nH]1)CCC2	-16%	1.9%	-10%[10.9 µM]	-13%
CCOC(=O)C(CC)Sc1ncnc2c1c(-c1ccccc1)cn2-c1ccc(OC)cc1 (configuration not stated)	15%	?	1%[10.9 µM]	-2%
O=C(Cn1c(=O)n(-c2ccccc2Cl)c(=O)c2sc3ccccc3c21)NC1CCCCC1	0%	?	17%[10.9 µM]	6%
Cc1noc(C)c1CSc1nnnn1-c1ccc(Cl)cc1	-15%	1.8%	-12%	-10%
O=S(=O)(Nn1cnnc1)c1ccccc1	-13%	.	.	-11%
CCN(CCCNC(=O)CCNC(=O)Cn1cnc2ccccc2c1=O)c1ccccc1	-1%	0.5%	5%	3%
COCCNC(=O)CCCN1C(=O)CCn2nc(-c3cccn3C)cc21	-21%	0.7%	-10%[10.9 µM]	-15%
COCCOC(=O)c1c(C)oc2ccc(NS(=O)(=O)c3ccc(F)cc3)cc12	5%	?	-13%	12%

The closing two compounds of the part before come first, to join the parts.
SMILES	p53ts 39C tox	IkB sig inh	Peg3 imprint	p53ts 32C kill
COCCNC(=O)CCCN1C(=O)CCn2nc(-c3cccn3C)cc21	-21%	0.7%	-10%[10.9 µM]	-15%
COCCOC(=O)c1c(C)oc2ccc(NS(=O)(=O)c3ccc(F)cc3)cc12	5%	?	-13%	12%
CC(=O)Nc1ccc(-n2cnnn2)cc1	3%	.	.	1%
CCCC(CCC)n1[nH]c(=O)c2c(C)cc(C)nc21	7%	-1.4%	5%	-1%
CCc1c(C)c2ccc(O)c(CN3CCN(c4ccc(F)cc4)CC3)c2oc1=O	-15%	1.9%	-13%[10.9 µM]	8%
CCOC(=O)Nc1ccc2c(c1)N(C(=O)OC)c1ccccc1CC2	2%	-2.3%	-17%	23%
Cc1ccc(-n2c(Cc3cccn3C)nnc2SCC(=O)Nc2nnc(C)s2)cc1	4%	0.5%	-5%	2%
Cc1ccc2nc(-c3ccccc3)cc(C(=O)O)c2c1	-27%	?	-14%	-30%
COc1ccccc1N1CCN(c2csc3ccccc3c2=O)CC1	?	?	-8%[10.9 µM]	-21%
CCS(=O)(=O)N1CCC(C(=O)NCCCN2CCN(c3ccccc3F)CC2)CC1	14%	-1.0%	-11%	-2%
CC1(C)CC(=O)C2=C(C1)Oc1ncn(CCCO)c(=N)c1C2c1ccccc1 (configuration not stated)	-2%	0.7%	-1%	2%
CCOC(=O)C1=C(C)N=C2SCCC(=O)N2C1c1ccc(C(=O)OC)cc1 (configuration not stated)	-3%	0.8%	-7%	19%
Cc1nc(C)c2c(c1C(F)(F)F)-c1ccccc1C2(F)F	2%	-1.2%	-7%	-3%
Cc1nc2ccc(S(=O)(=O)NCC(=O)O)cc2s1	6%	-0.2%	-13%	-3%
CCc1nc2nc(C)cc(Nc3cc(C)ccc3C)n2n1	2%	-0.7%	-3%[10.9 µM]	5%
CCOC(=O)c1ccccc1NC(=O)CSc1cn(CC(=O)N2CCOCC2)c2ccccc12	-7%	-2.1%	4%[10.9 µM]	3%
Cc1ccc(CN2C(=O)C(O)(c3c[nH]c4ccccc34)c3cc(Cl)ccc32)cc1 (configuration not stated)	?	?	6%[10.9 µM]	?
Cc1ccc(C(=O)CSc2nnc(COc3cccc4cccnc34)o2)cc1	-16%	?	-9%	-11%
O=C(NCCc1ccncc1)c1ccccc1F	2%	-0.3%	-17%	3%
CC1CN=C(N(C(=O)Nc2ccccc2)C(C)C)S1 (configuration not stated)	-10%	.	.	-11%
O=C(CSCC(=O)NC1CC1)Nc1ccccc1	6%	1.2%	-3%	4%
CCOC(=O)CN1CC23C=CC(O2)C(C(=O)Nc2ccc(F)cc2)C3C1=O (configuration not stated)	5%	-0.8%	2%	-3%
C/C=C\C1=C(CO)C(=O)C2O[C@]2(CC=C(C)C)C1=O (some centres not stated)	2%[9.22 µM]	.	.	4%[9.22 µM]
CCCCN(C)CCNC(=O)C1CCN(c2nc3ccc(CC)cc3s2)CC1	16µM*	?	-9%[10.9 µM]	10µM*
CC12CC3OS(=O)OC3CC3C4C(C(OCc5ccccc5)C31)C42 (configuration not stated)	4%[9.22 µM]	.	.	2%[9.22 µM]
COc1ccccc1CNC(=O)c1cc2c(s1)CS(=O)(=O)C2	17%	2.3%	-13%	-4%
O=C(NCCCN1CCc2ccccc2C1)C1CCN(S(=O)(=O)N2CCCC2)CC1	3%	0.2%	-18%	-5%
(further entries)
SMILES	p53ts 39C tox	IkB sig inh	Peg3 imprint	p53ts 32C kill
COc1cccc(-c2nnc(-c3ccccc3NC(=O)c3cccc(C(F)(F)F)c3)o2)c1	22%	4.5%	-11%[10.9 µM]	-15%
CCOC(=O)c1c(C)[nH]c(C)c1S(=O)(=O)N1CCCC(C(=O)Nc2ccccc2OCC)C1 (configuration not stated)	-13%	-1.3%	-10%[10.9 µM]	16%
COC(=O)c1ccc(C(c2c(N)n(CC(C)C)c(=O)[nH]c2=O)N2CCN(c3ccccc3)CC2)cc1 (configuration not stated)	4%	4.3%	-4%	33%[activator]
Cn1c(=O)oc2cc(S(=O)(=O)Nc3ccc(O)cc3)ccc21	-17%	?	20%[10.9 µM]	-18%
Cc1ccc(-n2ncc(C(=O)NCc3ccc4c(c3)OCO4)c2C2CCN(C(=O)OC(C)(C)C)CC2)c(C)c1	10%	?	4%[10.9 µM]	23%
CCN(c1ccc(OC)cc1)S(=O)(=O)c1nnc(NC(=O)COc2ccc(F)cc2)s1	-14%	?	-5%[10.9 µM]	8%
Cn1c(NC(=O)c2ccc(F)c(F)c2)cc(=O)n(C)c1=O	11%	-2.3%	1%	7%
O=C(O)C1CCCCC1C(=O)NC1CCCCC1 (configuration not stated)	1%	0.3%	-3%	0%
CCOC(=O)C1CCN(S(=O)(=O)c2c(C)[nH]c(=O)[nH]c2=O)CC1	21%	1.3%	9%	-14%
COc1ccc(CC(=O)Nc2cc(-c3cn4cccnc4n3)ccc2OC)cc1	-23%	0.6%	-6%[10.9 µM]	7%
COC(=O)NC(CC(C)=O)c1cccc(F)c1 (configuration not stated)	-5%[9.22 µM]	.	.	0%[9.22 µM]
CCOC(=O)Cn1nc(-c2ccccc2)ccc1=O	3%	-1.6%	-3%	2%
COc1cccc(C2C(C(=O)c3sc(C)nc3C)=C(O)C(=O)N2CCN(C)C)c1OC (configuration not stated)	1%	1.6%	1%	-8%
CC(C)c1ccc(NC(=O)c2ccc(F)c(S(=O)(=O)N3CCc4ccccc4C3)c2)cc1	-7%	?	-14%[10.9 µM]	-7%
Cc1cccc2cc(CN(CC3CCCO3)S(=O)(=O)c3ccccc3)c3nnnn3c12 (configuration not stated)	5%	-1.9%	.	0%
CC1(C)C(=O)CC[C@@]2(C)C1CC(O)[C@@]1(C)C3=CC(=O)OC(c4ccoc4)[C@]3(C)CCC21 (some centres not stated)	13%	.	-7%	54%[activator]
COc1ccc(S(=O)(=O)N2CCC(C(=O)Nc3cccc(C(C)=O)c3)CC2)cc1C	-7%	3.2%	2%	-7%

4 consecutive compounds out of the list so far:
SMILES	p53ts 39C tox	IkB sig inh	Peg3 imprint	p53ts 32C kill
Cc1ccc(C(=O)CSc2nnc(COc3cccc4cccnc34)o2)cc1	-16%	?	-9%	-11%
O=C(NCCc1ccncc1)c1ccccc1F	2%	-0.3%	-17%	3%
CC1CN=C(N(C(=O)Nc2ccccc2)C(C)C)S1 (configuration not stated)	-10%	.	.	-11%
O=C(CSCC(=O)NC1CC1)Nc1ccccc1	6%	1.2%	-3%	4%

Grouped by structure, the compounds so far containing a furan ring, fused or not (2)
SMILES	p53ts 39C tox	IkB sig inh	Peg3 imprint	p53ts 32C kill
COCCOC(=O)c1c(C)oc2ccc(NS(=O)(=O)c3ccc(F)cc3)cc12	5%	?	-13%	12%
CC1(C)C(=O)CC[C@@]2(C)C1CC(O)[C@@]1(C)C3=CC(=O)OC(c4ccoc4)[C@]3(C)CCC21 (some centres not stated)	13%	.	-7%	54%[activator]

Single records (already shown).
Cn1c(NC(=O)c2ccc(F)c(F)c2)cc(=O)n(C)c1=O across the screens: p53ts 39C tox: 11%; IkB sig inh: -2.3%; Peg3 imprint: 1%; p53ts 32C kill: 7%
CCN(c1ccc(OC)cc1)S(=O)(=O)c1nnc(NC(=O)COc2ccc(F)cc2)s1 across the screens: p53ts 39C tox: -14%; IkB sig inh: ?; Peg3 imprint: -5%[10.9 µM]; p53ts 32C kill: 8%

From PubChem BioAssay
